# Source: PubChem (several laboratories)
# Dyrk1A ADPGlo – inhibitors of rat Dyrk1A kinase | inhibition, % at 12.5 µM | ADP-Glo luminescence, NFATc1 peptide | AID 504441 | 310,000 tested, 0.43% active | Q63470; in the data active = inhibition above about 50%;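 note: plate controls were vehicle with enzyme for no effect and no enzyme for full effect; many of its hits are not listed in these tables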
# KCNK3 inh – human KCNK3 channel inhibition, primary screen | AID 602410 | 340,000 tested, 0.84% active | B-score at 10 µM | CHO-KCNK3 thallium flux, FluxOR fluorescence; active compounds read low | O14649;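 active = B-score under library mean minus 4 SD, starting fluorescence ratio at most library mean plus 5 SD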;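 note: more negative B-score means stronger inhibition of thallium flux through KCNK3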
# KCNK9 block – inhibitors of human KCNK9 two-pore domain potassium channel | HEK293 KCNK9, FluxOR thallium flux fluorescence; active compounds read low | AID 488922 | B-score at 10 µM | 310,000 tested, 1.2% active;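 active = ratio B-score over 3 SD below the library mean, with starting fluorescence within 5 SD of its mean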;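 note: negative B-score means less thallium flux so channel inhibition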
# TRPC4 block – blocks the mouse TRPC4 cation channel; B-score at 10 µM; 300,000 tested, 0.39% active; Q9QUQ5; HEK293 TRPC4beta/mu-opioid, DAMGO-evoked Fluo4 calcium flux; active compounds read low;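 active = B-score over 3 SD under the library average, no early fluorescence shift, positive overall ratio signal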
#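 Test system – stable TRPC4beta/mu-opioid receptor HEK293 cells · Probe or stimulus – DAMGO, a submaximal dose followed by a maximal one · Dosing – one concentration per compound · Signal – Fluo4 calcium fluorescence by kinetic imaging, 5 s 1 Hz baseline · Evaluation – per-well B score of integrated baseline-normalized Fluo4 ratio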
# KCNQ1 act – human KCNQ1 channel potentiation or activation | P51787 | CHO-K1 KCNQ1, thallium flux FluxOR fluorescence; active compounds read high | B-score at 10 µM | 310,000 tested, 0.35% active;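 active = fluorescence ratio B-score, a plate-corrected score, at least three library SD, with initial intensity B-score within 5 SD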
#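 Medium – assay buffer, equal DMSO in all wells · Material – CHO-K1 cell line with stable KCNQ1 potassium channel expression · Signal – kinetic FluxOR thallium fluorescence, 10-s 1-Hz baseline, 110-s post-stimulus read · Compound – single concentration per compound, DMSO matched to controls · Schedule – 37 °C overnight plating, 90-min dark dye load, 20-min compound pretreatment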
# PolyA inhibitor – yeast polyadenylation inhibition; S. cerevisiae SKY197-pL101 polyadenylation reporter, beta-gal luminescence; efflux-impaired pdr1/pdr3 knockout yeast; score 100 = 6 SD above DMSO; calls only at 12 µM; 300,000 tested, 0.02% active; AID 1875;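 active = lowest replicate activity score at least 50, where 100 means six control SD above control mean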;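 note: yeast exposed to compound for 9 h at 30 °C; higher score means more reporter readthrough which indicates perturbed polyadenylation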
# TRPC4 PAM – TRPC4 (mouse) allosteric potentiation. HEK293 TRPC4beta/mu-opioid, DAMGO EC20, Fluo-4 Ca2+ flux; active compounds read high. B-score at 10 µM. 310,000 tested, 0.42% active. AID 2227;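 active = B-score of calcium response area above 5 SD of library B-scores, with initial fluorescence ratio within 5 SD of library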;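 note: B-score of integrated fluorescence ratio over time as area under calcium response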
# KCNQ1 block – blocks the human KCNQ1 potassium channel; B-score at 10 µM; CHO-K1 KCNQ1, FluxOR thallium flux fluorescence; active compounds read high; 310,000 tested, 1.3% active; P51787;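 active = compounds whose thallium flux B-score, printed positive for inhibition, exceeds three library SD while starting fluorescence stays within three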;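 note: channel opened by potassium depolarization with thallium stimulus after 20 min compound exposure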
# TRPC4 agonist – opens the mouse TRPC4 cation channel | 310,000 tested, 0.49% active | AID 2237 | B-score at 10 µM | HEK293 TRPC4beta/mu-opioid, Fluo4 calcium fluorescence; active compounds read high;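 active = B-score above 5 SD of library B-scores, and initial fluorescence ratio not above library mean plus 5 SD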;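 note: positive B-score marks a calcium rise read as TRPC4 activation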
#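 Incubation: 45 min room-temperature Fluo4 loading, 110 s read / System: HEK293 cells stably co-expressing mouse TRPC4beta and mu-opioid receptor / Signal: Fluo4 fluorescence, kinetic / Control set: buffer (low) and maximal DAMGO (high) / Measure: integrated baseline-normalised fluorescence ratio, converted to per-well B score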
# hERG protect – shields human hERG channel from block by proarrhythmic agents; CHO-hERG, FluxOR thallium flux, dofetilide IC70 present; activation (rescue from dofetilide block), less the hit threshold, % at 10 µM; 310,000 tested, 0.51% active;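 active = activation above the mean of controls blocked by dofetilide plus 5 SD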;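 note: thallium influx through hERG after potassium depolarization seen as dye fluorescence rise; in these data hits start at about 4.7%; inactives centre near -7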
# Target sequence (Q12809 whole entry, looked up): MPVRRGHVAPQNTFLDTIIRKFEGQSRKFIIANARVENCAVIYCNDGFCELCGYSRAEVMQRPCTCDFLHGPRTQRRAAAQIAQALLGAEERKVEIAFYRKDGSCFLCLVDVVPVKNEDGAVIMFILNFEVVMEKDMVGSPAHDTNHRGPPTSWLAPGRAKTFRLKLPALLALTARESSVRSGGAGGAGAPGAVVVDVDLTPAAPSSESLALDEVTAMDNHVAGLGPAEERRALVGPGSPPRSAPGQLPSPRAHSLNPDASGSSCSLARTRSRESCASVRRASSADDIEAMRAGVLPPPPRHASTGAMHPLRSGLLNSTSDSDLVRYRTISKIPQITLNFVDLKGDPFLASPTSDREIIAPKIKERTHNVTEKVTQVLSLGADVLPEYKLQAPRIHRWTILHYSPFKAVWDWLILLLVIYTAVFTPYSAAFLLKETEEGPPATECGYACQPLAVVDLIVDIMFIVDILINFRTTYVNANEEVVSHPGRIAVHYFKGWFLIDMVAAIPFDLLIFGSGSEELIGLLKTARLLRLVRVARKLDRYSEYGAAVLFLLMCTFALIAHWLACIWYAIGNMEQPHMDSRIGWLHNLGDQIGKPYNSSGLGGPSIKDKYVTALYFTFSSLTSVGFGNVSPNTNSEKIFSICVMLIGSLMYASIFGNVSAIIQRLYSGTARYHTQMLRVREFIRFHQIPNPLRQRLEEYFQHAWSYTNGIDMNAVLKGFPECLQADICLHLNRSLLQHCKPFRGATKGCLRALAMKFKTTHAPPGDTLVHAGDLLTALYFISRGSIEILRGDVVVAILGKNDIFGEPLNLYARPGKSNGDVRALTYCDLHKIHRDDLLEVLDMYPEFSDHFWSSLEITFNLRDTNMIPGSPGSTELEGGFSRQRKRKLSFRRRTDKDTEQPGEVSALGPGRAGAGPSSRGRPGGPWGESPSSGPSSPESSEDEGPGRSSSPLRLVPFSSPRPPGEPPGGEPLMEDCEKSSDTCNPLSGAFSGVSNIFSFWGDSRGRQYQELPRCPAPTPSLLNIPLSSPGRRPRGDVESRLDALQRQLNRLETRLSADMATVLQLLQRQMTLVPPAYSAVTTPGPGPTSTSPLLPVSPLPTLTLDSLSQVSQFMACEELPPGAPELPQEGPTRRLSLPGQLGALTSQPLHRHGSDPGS
# Platelet DG rel – platelet dense granule release activity | inhibition, %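 (compounds screened at 7.5 µM in platelet-rich plasma)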 | 300,000 tested, 0.22% active | human platelet-rich plasma, SFLLRN dense granule ATP release, luminescence;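 active = mean replicate score, as percent of positive control, at or above 50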
# Starred values were filed as active, the others as inactive; i = inactive; . = not tested or not shown. The list is partial. The share of hits here may be higher or lower than overall.
SMILES,Dyrk1A ADPGlo,KCNK3 inh,KCNK9 block,TRPC4 block,KCNQ1 act,PolyA inhibitor,TRPC4 PAM,KCNQ1 block,TRPC4 agonist,hERG protect,Platelet DG rel
COc1ccc(OC)c(/C=N/NC(=O)c2ccc(N(C)S(=O)(=O)c3ccccc3)cc2)c1,-67,i,i,i,i,i,i,i,i,-8,3
CCCN=C1CC(C)(C)CC(=O)/C1=C(/O)CCC,3,-9*,i,i,i,i,i,i,i,-3,-4
CC(=O)c1cc(F)c(N2CCN(C(=O)Cc3ccccc3)CC2)cc1C,-4,i,i,i,i,i,i,i,i,-12,10
C=C(C)Cc1c(C)c(C#N)c2nc3ccccc3n2c1NCCCN(C)C,.,i,i,i,i,i,i,i,i,-9,-1
Cc1ccc(NC(=O)CCNC(=O)c2ccc([N+](=O)[O-])cc2)cc1C,3,i,i,i,i,i,i,i,i,-8,5
O=C(Nc1ccc(C(=O)N2CCOCC2)cc1)c1cc(-c2cccnc2)nc2ccc(Br)cc12,.,i,i,i,i,i,i,i,i,-24,7
O=C(CSc1nccc(-c2cccs2)n1)Nc1cccc(Cl)c1,-2,i,i,i,i,i,i,i,i,-5,-1
COCCNC(=O)C1CCC(CNS(=O)(=O)c2ccc3c(c2)CC(C)N3C(=O)C2CC2)CC1 (centres undefined),-7,i,i,i,i,i,i,i,i,-6,-6
Cc1cccc(S(=O)(=O)NCCc2ccccc2)c1,-7,i,i,i,i,.,i,i,i,-17,-1
CCCCNC(=O)CSc1nc2ccccc2n1S(=O)(=O)c1ccc(Br)cc1,3,i,i,i,i,i,i,i,i,-5,7
CC(=O)Nc1ccc(NC(=O)CSc2ccc3nnc(CCNC(=O)c4ccccc4)n3n2)cc1,.,i,i,i,i,i,i,i,i,-11,0
O=C(NCC(=O)N1CCC2(CC1)NCCc1[nH]cnc12)c1cccc(Cl)c1,1,i,i,i,i,i,i,i,i,-4,11
COc1cccc(C(=O)Nc2ccc(S(=O)(=O)Nc3cc(C)nc(C)n3)cc2)c1,-5,i,i,i,i,i,i,i,i,-12,-4
CN(C)c1ccc(/C=C/c2cccc[n+]2[O-])cc1,-9,i,i,i,i,i,i,i,i,-15,-1
Cc1c(C(=O)N/N=C/c2ccncc2)no[n+]1[O-],15,i,i,i,i,.,i,i,i,-14,1
Cc1cc(C)n2cc(CSc3nnc(-c4ccccc4)o3)nc2n1,8,i,i,i,i,i,i,i,i,-12,-19
O=C(Cn1ncc2c(=O)oc3ccccc3c21)N1CCCN(Cc2ccccc2F)C1,3,i,i,i,i,i,i,i,i,-15,3
O=C(NCc1ccccc1)c1cccc(S(=O)(=O)N2CCOCC2)c1,-10,i,i,i,i,i,i,i,i,-9,-1
O=C(COC(=O)C1CC1)Nc1c(Cl)cccc1C(F)(F)F,.,i,i,i,i,i,i,i,i,-12,-19
COc1ccc2[nH]c(C)c(-c3csc(N)n3)c2c1,-4,i,i,i,i,i,i,i,i,-11,3
CCC(c1nnnn1C(C)(C)CC)N(CCCO)Cc1cc2cc(C)cc(C)c2[nH]c1=O (centres undefined),-2,i,i,i,i,i,i,i,i,-5,30
CCN(CC)Cc1c(C(=O)OC)nnn1-c1nonc1N,2,i,i,i,i,i,i,i,i,-6,-1
Cc1ccc(C(=O)NC2CC(C)(C)NC(C)(C)C2)cc1,-1,i,i,i,i,i,i,i,i,-2,14
CCCCCCCCCCCCCCCC(=O)OC[C@H](COP(=O)([O-])OCC[N+](C)(C)C)OC(=O)CCCCCCCCCCCCCCC,.,.,i,i,i,i,i,i,i,-2,-4
CC1(C)CC2(CCO1)OC(=O)CC2C(=O)NCc1ccccc1 (centres undefined),-1,i,i,i,i,i,i,i,i,-19,-3
C=CCOc1nc2c(c(=O)n(C)c(=O)n2C)n1Cc1ccccc1Cl,-12,i,i,i,i,i,i,i,i,-7,-1
Cc1ccc(C(=O)N/C(=C\c2cccs2)C(=O)NCCc2c[nH]c3ccccc23)cc1,-1,i,i,i,i,i,i,i,i,-7,2
COc1ccc(-c2nnc(SCC(C)C)o2)cc1,-6,i,i,i,i,i,i,i,i,-13,-10
CC(C)N1C(=O)C2C(C(=O)NC3CCCCC3)C3C=CC2(O3)C1C(=O)NC1CCCCC1 (centres undefined),-5,i,i,i,i,i,i,i,i,-8,0
CC(=O)Nc1ccc(NC(=O)CSc2nnnn2-c2ccccc2F)cc1,1,i,i,i,i,i,i,i,i,-6,9
O=C(c1cnc(-c2ccccc2)s1)c1ccc(Cl)cc1Cl,0,i,i,i,i,i,i,i,i,-14,3
O=C(CCc1ccc(S(=O)(=O)NC2CCCCC2)cc1)Nc1ccccc1,4,i,i,i,i,i,i,i,i,-9,9
CCN(CC)S(=O)(=O)c1cc(OC)c(Cl)cc1OC,-1,i,i,i,i,i,i,i,i,-12,-6
Cc1cccc(NC(=O)c2cc(-c3c(C)cc(C)cc3O)n[nH]2)c1,-7,i,i,i,i,i,i,i,i,-4,-5
CN(C)c1ccc(C=NCC2(O)CCOC(C)(C)C2)cc1 (centres undefined),-3,i,i,i,i,i,i,i,i,-9,2
NS(=O)(=O)c1ccc(CCNC(=O)c2ccccc2OCc2ccc(F)cc2)cc1,-4,i,i,i,i,i,i,i,i,-2,1
CCCCOC(=O)c1ccc(NC(=O)c2c(OC)cccc2OC)cc1,2,i,i,i,i,i,i,i,i,-4,7
COc1ccccc1N1CCN(C2CCCN(C(=O)C3=NN(C)C(=O)CC3)C2)CC1 (centres undefined),-3,i,i,i,i,i,i,i,i,-9,10
CC(C)N(NC(=O)c1cccc2ccccc12)C(C)C,6,i,i,i,i,i,i,i,i,-4,0
Cc1ccc(CC(=O)N2CCN(c3ccc([N+](=O)[O-])cc3)CC2)cc1,3,i,i,i,i,i,i,i,i,-8,-1
COC(=O)Cc1csc(Nc2ccccc2)n1,1,i,i,i,i,i,i,i,i,-3,-1
Cc1[nH]c2ccccc2c1/C=N/NC(=O)CNC(=O)COc1ccccc1,-2,i,i,i,i,i,i,i,i,-2,-10
CCN1CCN(C(=O)Nc2ccc(Cc3ccc(NC(=O)N4CCN(CC)CC4)cc3)cc2)CC1,32,i,i,i,i,i,i,i,i,-11,3
NC(=O)c1ccc(NC(=O)COC(=O)/C=C/c2cn(-c3ccccc3)nc2-c2cccnc2)cc1,3,i,i,i,i,i,i,i,i,-10,-10
CC(NC(=O)c1ccc(CS(=O)(=O)c2ccc(Cl)cc2)o1)c1ccc2c(c1)OCCO2 (centres undefined),18,i,i,i,i,i,i,i,i,-25,4
O=C(Nc1ccc(C(F)(F)F)cc1)C1CC(=O)N(c2ccc3c(c2)OCCO3)C1 (centres undefined),3,i,i,i,i,.,i,i,i,-12,19
CCN(CC)S(=O)(=O)c1ccc(N2CCOCC2)c(NC(=O)c2cc3ccccc3oc2=O)c1,-4,i,-12*,i,i,i,i,i,i,-1,0
NNC(=S)Nc1c(F)cc(F)cc1Br,6,i,i,i,i,i,i,i,i,-5,-1
COc1c2ccoc2c(OCC=C(C)C)c2oc(=O)ccc12,-1,i,i,i,i,i,i,i,i,-2,-2
O=C(OCc1ccccc1)N1CCCC1/C=C/CN1CCOCC1 (centres undefined),1,i,i,i,i,i,i,i,i,-11,-2
Cc1ccc(S(=O)(=O)N2CCN(C(=O)c3c(-c4ccccc4)noc3C)CC2)cc1C,1,i,i,i,i,i,i,i,i,-9,3
CCOc1ccccc1N(C)C(=O)c1cn(C)c(=O)c2ccccc12,0,i,i,i,i,i,i,i,i,-7,3
CSc1cccc(NS(=O)(=O)c2ccc(C(C)=O)cc2)c1,11,i,i,i,i,i,i,i,i,-17,5
O=C(Nc1ccc2nc3n(c(=O)c2c1)CCCCC3)C(=O)N1CCN(c2ccccc2F)CC1,3,i,i,i,i,i,i,i,i,-4,-1
CCOc1cc(-c2nc(-c3ccccc3)c(-c3cc([N+](=O)[O-])ccc3C)[nH]2)ccc1O,-2,-9.6*,-12*,i,i,i,i,7*,i,-16,-4
O=[N+]([O-])c1ccccc1SNc1ccc(Br)cn1,2,i,i,i,i,i,i,i,i,-6,-9
CC1CC(c2ccccc2)=Nc2ccccc2N1 (centres undefined),-2,i,i,i,i,i,i,i,i,-7,1
Cc1cc(OCC(=O)Nc2ccc3c(c2)OCCO3)cc(C)c1Cl,-3,i,i,i,i,i,i,i,i,-11,8
CCCN(CCC)c1ccc(CC(=O)NC(C)Cc2ccccc2)cc1 (centres undefined),0,i,i,i,i,i,i,i,i,-6,11
CCOc1ccc(C(=O)Nc2ncn[nH]2)cc1,6,i,i,i,i,i,i,i,i,-4,-9
# Next structures:
SMILES,Dyrk1A ADPGlo,KCNK3 inh,KCNK9 block,TRPC4 block,KCNQ1 act,PolyA inhibitor,TRPC4 PAM,KCNQ1 block,TRPC4 agonist,hERG protect,Platelet DG rel
c1ccc(-c2c[nH]c3[n+]2CCCCC3)cc1,1,i,i,i,i,i,i,i,i,-3,-6
CCC(CC)N1CCN(C(=O)c2cccc(Cl)c2)CC1,-6,i,i,i,i,i,i,i,i,-8,7
C/C=C/COC(=O)c1[nH]c2c(c1C)C(=O)CC(c1ccc(N(C)C)cc1)C2 (centres undefined),15,i,i,i,i,i,i,i,i,-9,8
COCCNC(=O)C(=O)Nc1cc2c3c(c1)CC(=O)N3CCC2,1,i,i,i,i,i,i,i,i,-8,4
CCCNS(=O)(=O)c1ccc2c(c1)n(C)c(=O)n2C,2,i,i,i,i,i,i,i,i,-9,-2
O=C1c2ccccc2S(=O)(=O)c2cc(N3CCOCC3)ccc21,0,i,i,i,i,i,i,i,i,-2,1
COc1cc(NC(=O)CCc2ccccc2)c(C(=O)O)cc1OC,6,i,i,i,i,i,i,i,i,-8,8
O=C(COC(=O)c1ccccc1OCC(=O)Nc1ccc(Br)cc1)Nc1ccccc1,-5,i,i,i,i,i,i,i,i,-6,-2
S=C(NCc1ccco1)N1CCN(C/C=C/c2ccccc2)CC1,-4,i,i,i,i,i,i,i,i,-4,13
